Source: PubChem (NCI)
NCI-60 one-dose screen, 48 h, at 10 µM unless noted. Numbers give growth in % (100 = growth as untreated, 0 = no growth, -100 = all killed).
MDA-MB-468 – MDA-MB-468 breast cancer | actives 8.5% (n = 78,000) | AID 2202374
BT-549 – BT-549 breast cancer | actives 4.4% (n = 78,000)
K-562 – K-562 leukemia; AID 1794777; actives 7.4% (n = 78,000)
SR – SR leukemia cells | actives 8.7% (n = 73,000) | AID 1794780
MOLT-4 – MOLT-4 leukemia cells; actives 6.9% (n = 80,000); AID 1794779
MCF7 – MCF7 breast cancer | actives 6.3% (n = 82,000) | AID 1794796
MDA-MB-435 – MDA-MB-435 melanoma | actives 7.8% (n = 82,000)
MDA-MB-231 – MDA-MB-231 breast cancer; actives 5% (n = 81,000); AID 1794789
* = called active by the depositor; nt = not tested or not shown; & = joins results of further samples; ! = repeats disagree. The calls were made as follows: active = growth percent below 10; inactive = the rest. This is a random part of the collection; overall some 15% were active at least once.

Molecule,MDA-MB-468,BT-549,K-562,SR,MOLT-4,MCF7,MDA-MB-435,MDA-MB-231
N#C/C(=C\c1ccc(-c2ccc(Cl)cc2)o1)C(=O)Nc1ncc(Cc2ccc(Cl)cc2)s1,78,58,62,8.8*,78,46,21,37
C/C(=N/O)c1ccc(F)cc1,75,88,93,68,78,54,112,88
Nc1ncc(-c2ccc(NS(=O)(=O)c3ccc(Cl)cc3)cc2)[nH]1,81,79,77,71,79,80,96,85
Oc1ccc2ccccc2c1/C=N/N=C/c1c(O)ccc2ccccc12,91,102,112,118,110,89,95,77
COc1cc(/C(=C2/O[C@@H]([C@H]3COC(C)(C)O3)[C@H]3OC(C)(C)O[C@@H]23)c2cccc(N)c2)cc(OC)c1OC,117,111,102,85,97,105,110,96
CC(C)C(OB(OC(C(C)C)C(C)C)OC(C(C)C)C(C)C)C(C)C,99,105,113,nt,108,101,107,nt
Nc1nc(Nc2cccnc2)nn1Cc1ccccc1,99,122,89,96,95,97,106,94
C1CCN2C[C@@H]3C[C@H](CN4CCCC[C@@H]34)[C@H]2C1,115,nt,nt,nt,nt,nt,nt,nt

New compounds follow:
Molecule,MDA-MB-468,BT-549,K-562,SR,MOLT-4,MCF7,MDA-MB-435,MDA-MB-231
O=C1NC(=O)/C(=C/c2ccc(O)cc2)N1,96,119,88,93,85,82,95,101
CC1Cc2c(ncn3c(-c4cccnc4)nnc23)N(C)c2ccccc21 (centres undefined),99,113,84,67,85,93,105,nt
O=c1c(O)c(-c2ccc(O)c(O)c2)oc2cc(O)ccc12,90,nt,103,90,87,100,98,92
O=C1c2ccccc2-c2cn(Cc3ccccc3)c3cccc(c23)C1c1ccccc1 (centres undefined),103,nt,77,63,67,87,102,89
CCC(=O)Oc1ccc(/C(=C(/C)Cc2cccc(OC)c2)c2ccc(OCCN3CCCC3)cc2)cc1,92,97,82,98,107,38,91,111
N[C@H]1CCC[C@@H]1NCCCCN1C(=O)c2cccc3cc([N+](=O)[O-])cc(c23)C1=O,39,68,25,-6.8*,0.3*,20,53,40
Nc1ccc(C(=O)Nc2ccc(Nc3ccccc3)c(S(=O)(=O)O)c2)cc1,104,99,98,86,91,94,99,100
COc1cc(CNC(=O)/C=C/c2ccc3c(c2)OCO3)ccc1OCc1cn(-c2ccc([N+](=O)[O-])cc2)nn1,72,72,93,69,72,82,101,nt

Carrying on:
Molecule,MDA-MB-468,BT-549,K-562,SR,MOLT-4,MCF7,MDA-MB-435,MDA-MB-231
COc1cc(-c2c(-c3ccccc3)c[nH]c2C(=O)NCCO)cc(OC)c1OC,105,101,97,97,100,97,103,104
NS(=O)(=O)Oc1ccc2c(c1)O/C(=C\c1ccc(-c3ccccn3)cc1)C2=O,93,84,104,92,93,88,112,81
Cn1c2c(c3ccccc31)CCN1C[C@@H]3CCCC[C@H]3C[C@@H]21,-16*,23,13,14,31,14,-53*,28
Cc1nn(-c2ccc(F)cc2)c2ncnc(Nc3ccc(NC(=O)Nc4c(Cl)cccc4Cl)cc3)c12,94,97,100,103,89,96,107,81
COc1cc2oc(-c3cccc(C(=O)Nc4ccc(Cl)cc4)c3)cc(=O)c2c(OCC(=O)N[C@@H](Cc2ccccc2)C(=O)O)c1OC,112,125,96,104,110,93,101,96
O=S(=O)(Nc1ccc2c(c1)OC(F)(F)O2)c1ccc(-c2cnc(C3CC3)o2)cc1,15,52,9.7*,28,30,20,nt,48
O=C(Nc1ccc2c(O)c(N=Nc3ccc4c(O)cc(S(=O)(=O)O)cc4c3)c(S(=O)(=O)O)cc2c1)c1ccccc1,99,109,104,93,103,93,105,101
CCCn1nc(C(=O)N2CCCCC2)c2c1CCC(NCc1ccc(N3CCCCC3)cc1)C2 (centres undefined),111,nt,90,64,87,90,100,107

Following part
Molecule,MDA-MB-468,BT-549,K-562,SR,MOLT-4,MCF7,MDA-MB-435,MDA-MB-231
CSc1nc(N)c(CNC(C)c2ccccc2)c(=O)n1C (centres undefined),97,96,96,103,93,93,98,114
COc1cc(-c2nc(SC(C)C)nc(Nc3ccc(F)c(Cl)c3)c2C#N)cc(OC)c1OC,116,115,90,66,95,103,102,95
O=C1C2=C(Nc3ccccc3SC2c2ccccc2)c2ccccc21 (centres undefined),72,77,23,54,59,60,82,88
COC(=O)c1cc(C(=O)C(Br)Br)n2c1ccc1c3ccccc3ccc12,-8.1*,nt,52,14,23,5.8*,79,68
CCC(C)[C@@H]1NC(=O)[C@H](C(C)CC)NC(=O)[C@H](C(C)CC)NC(=O)[C@@H]2CCCN2C(=O)[C@H](C(C)O)NC(=O)[C@@H]2CCCN2C(=O)[C@@H]2CCCN2C(=O)[C@H](CC(C)C)NC1=O (some centres undefined),nt,101,97,80,105,86,112,89
O=C(Nc1ccc(OCc2ccccc2)cc1)Nc1ccc(Cl)c(C(F)(F)F)c1,-36*,-16*,nt,nt,nt,2.3*,-1.5*,-20*
O=c1oc2ccccc2cc1C1=NN=C(SCc2ccccc2)SC1,118,102,91,89,97,94,107,101
O=C(CCSc1nc(-c2ccccc2)c(-c2ccccc2)o1)N1CCCCC1,82,107,92,82,99,93,103,90

More records:
Molecule,MDA-MB-468,BT-549,K-562,SR,MOLT-4,MCF7,MDA-MB-435,MDA-MB-231
CCCCN(CCCC)CC(C)(O)c1cc(-c2ccc(Cl)cc2)nc2c(C)cc(C)cc12 (centres undefined),102,119,91,69,nt,87,92,84
CSC1=C(C#N)C(=N)N2C(=NN1)Sc1c(C)ccc(C)c12,124,108,101,117,102,99,117,107
O=c1nc2c(-c3nc4ccccc4s3)n[nH]n2c2sc3c(c12)CCCC3,120,94,92,91,99,89,110,94
CC(C)C[C@H](NC(=O)CNC(=O)[C@H](C)NC(=O)[C@H](CCCNC(=N)N)NC(=O)[C@H](CO)NC(=O)[C@H](CO)NC(=O)[C@H](CCCNC(=N)N)NC(=O)[C@@H](N)CO)C(=O)N[C@H](CCC(N)=O)C(=O)N[C@@H](Cc1ccccc1)C(=O)N1CCC[C@H]1C(=O)N[C@H](C(=O)NCC(=O)N[C@@H](CCCNC(=N)N)C(=O)N[C@H](C(=O)N[C@H](Cc1cnc[nH]1)C(=O)N[C@@H](CCCNC(=N)N)C(=O)N[C@@H](Cc1cnc[nH]1)C(=O)N[C@H](CC(C)C)C(=O)N[C@@H](CCCNC(=N)N)C(=O)N[C@@H](CCCCN)C(=O)O)C(C)C)C(C)C,114,93,53,115,98,105,104,112
COc1ccc2cc([C@H](C)C(=O)Oc3cc(C)ccc3C(C)C)ccc2c1,108,109,91,105,104,95,103,99
C=CCn1c2c(c3ccccc31)CC1CN(C3CCCCC3)C(=O)C1C2C(=O)O (centres undefined),109,104,99,109,101,95,101,94
O=C(CC(=O)C(F)(F)C(F)(F)C(F)(F)F)c1cccs1,90,111,100,63,102,98,112,95
C[C@]12CCC3c4ccc(OC(=O)c5ccccc5)cc4CCC3C1CC[C@@H]2O (some centres undefined),99,105,54,64,87,113,47,83

Other records.
Molecule,MDA-MB-468,BT-549,K-562,SR,MOLT-4,MCF7,MDA-MB-435,MDA-MB-231
CN(C)/C=C1\CC(C(=O)NCc2ccc(Cl)cc2Cl)N(c2cccs2)C1=O (centres undefined),87,96,95,104,106,88,96,95
Cc1ccccc1NC(=O)C(=O)Nc1ccccc1C,97,nt,nt,nt,115,88,110,91
C=C/C=N/Nc1ccc([N+](=O)[O-])cc1[N+](=O)[O-],88,96,53,83,94,62,90,103
O=C(c1ccc2c(c1)C(=O)NC2=O)c1ccc2c(c1)C(=O)NC2=O,105,106,105,113,106,100,107,99
CN(C(=O)Nc1cccc([N+](=O)[O-])c1)c1ccccc1,nt,104,93,nt,86,95,103,110
C=C(C)[C@@H]1CC[C@]2(C(=O)OC)CC[C@]3(C)[C@H](CC[C@@H]4[C@@]5(C)C/C(=C/c6ccco6)C(=O)NC(C)(C)[C@@H]5CC[C@]43C)[C@@H]12,103,99,92,22,98,89,102,98
CCn1c2ccc(Br)cc2c2c3c(c4c5ccccc5ccc4c21)C(=O)N(O)C3=O,105,110,99,81,105,81,102,102
COc1cc(/C=C(\C#N)C(=O)N2c3ccccc3Sc3ccc(SC)cc32)cc(OC)c1OC,86,90,102,nt,95,101,98,85

New compounds follow.
Molecule,MDA-MB-468,BT-549,K-562,SR,MOLT-4,MCF7,MDA-MB-435,MDA-MB-231
COc1ccc(-c2cc(C(=O)N3N=C(c4ccc(N)cc4)CC3c3ccccc3)c3ccccc3n2)cc1 (centres undefined),29,41,20,23,35,24,-20*,63
N#Cc1sc2nc(-c3cc4ccccc4o3)cc(-c3ccc(Cl)cc3)c2c1N,nt,108,91,57,91,80,111,91
COC(=O)c1nc(-c2ccccc2)oc1S(=O)(=O)n1nc(C)cc1N,59,70,3.0*,3.7*,15,60,80,93
COc1ccc(C(=O)COc2ccc(C(C)=O)cc2OC)cc1OC,105,102,92,89,95,91,111,100
CCCCCCn1c(-c2ccc(-c3nc(-c4ccc(OC)cc4)no3)cc2)nc(-c2ccccc2)c1-c1ccccc1,111,121,107,104,101,93,101,108
COc1cc(C)c(Cc2cnc(N)nc2N)cc1OC,116,95,110,nt,63,101,112,109
CC(=O)NC(Cc1cc(I)c(OC(C)=O)c(I)c1)C(=O)O (centres undefined),113,134,98,96,100,86,107,113
COC(=O)[C@@H](OC)[C@@H]1Cc2cc3cc(OC4CC(OC5CC(O)C(O)C(C)O5)C(O)C(C)O4)c(C)c(O)c3c(O)c2C(=O)[C@H]1OC1CC(OC2CC(OC3CC(C)(O)C(O)C(C)O3)C(O)C(C)O2)C(O)C(C)O1 (some centres undefined),-46*,-33*,4.2*,4.7*,-9.5*,8.9*,-62*,-8.4*

(cont.)
Molecule,MDA-MB-468,BT-549,K-562,SR,MOLT-4,MCF7,MDA-MB-435,MDA-MB-231
COc1ccc(-c2nc3ncccn3c2-c2nnc(-c3ccc(F)cc3)o2)cc1,100,100,88,108,97,93,107,89
N#Cc1c2c(nn(-c3ccccc3)c1=O)C(O)=C([N+](=O)[O-])C(c1ccccc1[N+](=O)[O-])C2 (centres undefined),101,105,nt,nt,87,96,103,83
O=c1nc(N2CCOCC2)oc2c(-c3cccc4c3oc3ccccc34)cccc12,81,98,81,65,96,89,83,82
O=[N+]([O-])C1C2OC3(CCCCC3)OC2C([N+](=O)[O-])[C@H](c2c[nH]c3ccccc23)c2c([nH]c3ccccc23)[C@@H]1c1c[nH]c2ccccc12 (some centres undefined),79,99,68,66,59,66,97,37
COC(=O)C1=C(C(=O)c2cccc(OC)c2OC)C(c2c(F)cccc2Cl)C(C#N)=C(N)O1 (centres undefined),98,105,nt,105,106,95,99,96
NS(=O)(=O)c1ccc(N/N=C(/CS(=O)(=O)c2ccccc2)c2cc3ccccc3oc2=O)cc1,100,94,110,105,117,95,97,87
C=C1C(=O)O[C@H]2[C@H]1CC/C(COC(=O)NCc1nc3ccccc3[nH]1)=C\CC[C@@]1(C)O[C@@H]21,44,87,25,54,77,36,63,91
Clc1ccc2c(c1)C[C@H]1C[C@@H](c3cccs3)N2O1,106,105,106,82,89,105,96,113

Record cards, as listed above:
COC(=O)C1=C(C(=O)c2cccc(OC)c2OC)C(c2c(F)cccc2Cl)C(C#N)=C(N)O1 (centres undefined) in the list: MDA-MB-468 = 98; BT-549 = 105; K-562 = nt; SR = 105; MOLT-4 = 106; MCF7 = 95; MDA-MB-435 = 99; MDA-MB-231 = 96
O=[N+]([O-])C1C2OC3(CCCCC3)OC2C([N+](=O)[O-])[C@H](c2c[nH]c3ccccc23)c2c([nH]c3ccccc23)[C@@H]1c1c[nH]c2ccccc12 (some centres undefined) in the list: MDA-MB-468 = 79; BT-549 = 99; K-562 = 68; SR = 66; MOLT-4 = 59; MCF7 = 66; MDA-MB-435 = 97; MDA-MB-231 = 37
O=c1nc(N2CCOCC2)oc2c(-c3cccc4c3oc3ccccc34)cccc12 in the list: MDA-MB-468 = 81; BT-549 = 98; K-562 = 81; SR = 65; MOLT-4 = 96; MCF7 = 89; MDA-MB-435 = 83; MDA-MB-231 = 82

The listing continues.
Molecule,MDA-MB-468,BT-549,K-562,SR,MOLT-4,MCF7,MDA-MB-435,MDA-MB-231
O=C1NC(c2cccc([N+](=O)[O-])c2)c2sc3c(F)cccc3c2C1N1CCOCC1 (centres undefined),103,98,93,85,92,90,110,92
CC(C)N(CCOc1cccc(-c2nc3sccn3c2-c2ccnc(S(C)(=O)=O)n2)c1)C(C)C,-2.3*,128,69,64,84,54,86,58
CC1(C)CC(=O)C(C(C2=C(O)CC(C)(C)CC2=O)c2cc3ccccc3[nH]c2=O)=C(O)C1,nt,nt,100,106,91,112,102,95
CC(=O)c1ccc2c(c1)C(C)(C)C(C)CC2(C)C (centres undefined),115,108,86,95,43,91,110,nt
O=C(/C=C/c1cccc(Cl)c1)c1ccccc1,75&83,85&98,47&29,7.8*!,86&91,16&31,60&88,89&105
COc1cc(C=NNC(=O)c2ccc3nc(-c4c(C)nn(-c5ccccc5)c4N4CCCC4)[nH]c3c2)ccc1O,103,97,81,82,81,104,103,93
CC(=O)OCC1OC(OC(C)=O)C(NC(=O)NS(=O)(=O)c2ccc(Br)cc2)C(OC(C)=O)C1OC(C)=O (centres undefined),109,107,110,103,110,103,104,108
COc1ccc(C(=O)c2ccc(OC)c(OC)c2)cc1OC,102,104,104,nt,97,104,103,98

Going on with the list.
Molecule,MDA-MB-468,BT-549,K-562,SR,MOLT-4,MCF7,MDA-MB-435,MDA-MB-231
CN1C(=O)N(C)C2Nn3c(s/c(=C4\C(=O)Nc5ccccc54)c3=O)=NC21 (centres undefined),102,99,96,90,99,92,89,75
O=[N+]([O-])c1ccc(-c2ncc(-c3ccc(Br)cc3)o2)cc1,102,113,97,124,98,87,108,119
CCN1C(=O)N(CC)C2Nn3c(s/c(=C\c4ccc(Cl)cc4Cl)c3=O)=NC21 (centres undefined),32,39,11,nt,nt,29,-41*,27
Cc1ccc2nc3c(cc2c1)C1C(CON1c1ccccc1)CS3 (centres undefined),93,85,87,nt,81,93,91,103
O=C(O)c1cn(C2CC2)c2cc(N3CCN(C(=O)/C=C/c4ccc(Cl)cc4)CC3)c(F)cc2c1=O,75,50,74,80,58,89,83,68
